# Assay outcomes as filed in PubChem BioAssay.
# GCN5L2 inh: qHTS Assay for Inhibitors of GCN5L2. AID 504327, 2011. 390,000 compounds, 0.21% hits. Potency, µM (top dose mostly 58.9 µM), without a hit: top-dose activity change, negative = inhibition, actives largely listed as inhibitors. GCN5L2 HAT assay, ThioGlo1 CoA-SH fluorescence. Histone acetyltransferase KAT2A (Homo sapiens), Q92830
# Target sequence (Q92830 whole entry, looked up): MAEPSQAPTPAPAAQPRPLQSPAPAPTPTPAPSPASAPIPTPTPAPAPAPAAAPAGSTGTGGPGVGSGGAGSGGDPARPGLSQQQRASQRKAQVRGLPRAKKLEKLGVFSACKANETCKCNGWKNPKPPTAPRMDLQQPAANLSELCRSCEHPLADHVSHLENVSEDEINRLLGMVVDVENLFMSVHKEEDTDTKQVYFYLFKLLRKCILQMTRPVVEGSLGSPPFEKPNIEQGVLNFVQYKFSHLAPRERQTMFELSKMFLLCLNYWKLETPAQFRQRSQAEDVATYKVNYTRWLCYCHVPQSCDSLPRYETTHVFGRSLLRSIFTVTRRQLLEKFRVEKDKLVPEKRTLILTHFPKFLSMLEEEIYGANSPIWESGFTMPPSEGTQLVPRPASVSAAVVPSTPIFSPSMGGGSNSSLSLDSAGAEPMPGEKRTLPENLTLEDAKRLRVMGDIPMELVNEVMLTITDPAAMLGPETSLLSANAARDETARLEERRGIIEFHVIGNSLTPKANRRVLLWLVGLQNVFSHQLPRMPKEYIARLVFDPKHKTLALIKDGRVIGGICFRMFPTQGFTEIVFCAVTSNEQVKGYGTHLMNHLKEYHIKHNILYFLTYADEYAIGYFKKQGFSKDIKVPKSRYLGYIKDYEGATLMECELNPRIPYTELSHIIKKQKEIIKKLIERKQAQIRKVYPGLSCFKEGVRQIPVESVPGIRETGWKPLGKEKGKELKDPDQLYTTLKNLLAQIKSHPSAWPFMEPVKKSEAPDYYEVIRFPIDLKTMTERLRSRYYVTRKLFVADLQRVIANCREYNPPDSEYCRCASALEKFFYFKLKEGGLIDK
#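 Free CoA generated was detected with ThioGlo1 (50uM) fluorescence at Ex340nm/Em540nm, read immediately and after 20 min at room temperature. Enzyme, 20 nM in HEPES pH 7.5 buffer, saw compounds 15 min before adding 75uM H3(1-25) peptide and 70uM acetyl-CoA.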
# DT40 TDP1 CPT: qHTS for Inhibitors of human tyrosyl-DNA phosphodiesterase 1 (TDP1): qHTS in cells in presence of CPT. chicken DT40 Tdp1-/-;hTDP1 cells + 20 nM CPT, ATP luminescence, 48 h. Potency, µM (highest dose often 46.2 µM), without a hit: top-dose activity change, negative = growth inhibition, most hits filed as inhibitors. 420,000 compounds, 12% hits; further: nearly all actives have a fitted effect of over 55% in size
#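 Chicken DT40 Tdp1-/- cells complemented with human TDP1, 400 cells/well, exposed to compounds plus 20 nM camptothecin for at least 48 h at 37 C; viability read as ATP content by CellTiter-Glo luminescence.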
# DT40 TDP1 no CPT: qHTS for Inhibitors of human tyrosyl-DNA phosphodiesterase 1 (TDP1): qHTS in cells in absence of CPT; DT40 Tdp1-/- hTDP1 cells, no CPT, ATP luminescence, 48 h; 420,000 compounds, 15% hits; Potency, µM (doses to about 46.2 µM), inactives show top-dose activity change, negative = growth inhibition, most hits filed as inhibitors; further: nearly all actives have a fitted effect of over 55% in size
#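 Cells were dispensed at 400 per well, compounds added by pin tool, plates incubated ≥48 hr at 37 °C, then CellTiter-Glo added for 30 min at room temperature before luminescence reading. Line: DT40 Tdp1-/- complemented with hTDP1; camptothecin omitted.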
# * = called active by the depositor; ? = inconclusive; / = no result given; [ ] = remark or other dose. The call rests on the fitted dose curve; in most records, active means well fitted curve in the direction sought with a large enough effect; inconclusive means small, poorly fitted or top-dose-only effect, or another doubt; inactive means no such curve, though single readings can be large; an effect the other way counts as inactive or inconclusive. On the % scale 0 is the no-effect control and ±100 the full control effect; potency means the concentration at half of the fitted maximal effect. These rows are one share of the data. The share of hits here may be higher or lower than overall.
# Values in the order: GCN5L2 inh	DT40 TDP1 CPT	DT40 TDP1 no CPT
> O=C(Cn1cnc2ccccc2c1=O)c1ccc2c(c1)OCCO2
 : -4%	0%	-6%
> Cc1ccc(Cl)cc1NC(=O)CSc1sc2c(O)cc(=O)[nH]c2c1C#N
 : -14%	-13%	-26%
> COc1ccc(C(=O)c2[nH]c(N)c(C(=O)NCCc3c[nH]c4ccccc34)c2-c2c(F)cccc2Cl)cc1
 : /	16µM*	15µM*
> CCOC(=O)c1c(C)c(-c2ccccc2)n(CC(=O)N2CCCC2)c1C
 : -10%	-29%	?
> CC1=C(C(=O)N2CCOCC2)CC(CC(=O)NCC2CCCCC2)C(=O)N1CCC1=CCCCC1 (centres undefined)
 : /	?	?
> N#CC1=C(N)C(C#N)(C#N)[C@H](c2ccoc2)[C@H]2CN(Cc3ccccc3)CC=C12
 : -29%	5.8µM*	5.8µM*
> CN1OC[C@@H]2CN[C@H](c3cccc(N4CCOCC4)c3)C[C@@H]21
 : /	-3%	5%
> CCN(CC)C(=O)Cn1cc(C(=O)C(=O)NCc2ccccn2)c2ccccc21
 : -6%	3%	27%
> COc1ccc(NC(=O)C2CCC(CNS(=O)(=O)c3cccc4nsnc34)CC2)cc1OC (centres undefined)
 : -5%	?	16µM*
> O=C(COC(=O)c1cc(S(=O)(=O)N2CCCC2)ccc1O)Nc1ccccc1Br
 : -4%	2%	0%
> O=C(C1CCCN(Cc2ccc(Br)cc2)C1)N1CCCCC1 (centres undefined)
 : -4%	-12%	?
> CCCNC(=O)CN1C(=O)COc2ccc(S(=O)(=O)N3CCCC3)cc21
 : -4%	6%	7%
> CCOc1ccc(CCNC(=O)c2ccc(C)c(-n3cnc4cccnc43)c2)cc1
 : -6%	?	?
> O=C(O)C1C2C=CC(C2)C1C(=O)NCc1ccco1 (centres undefined)
 : -18%	9%	7%
> C=CCCCCCCCCc1nc(=S)[nH][nH]1
 : -4%	?	?
> COc1ccc(OC)c(CN2CCN(Cc3cc(=O)oc4cc(O)ccc34)CC2)c1
 : -14%	-18%	?
> O=C(Nc1ccncc1)c1ccc2c(c1)S(=O)(=O)c1ccccc1C2=O
 : -6%	15µM*	12µM*
> CCOC(=O)C1=C(CS(=O)(=O)c2ccc(F)c(C)c2)NC(=O)NC1c1ccc(F)c(F)c1 (centres undefined)
 : -1%	?	?
> Cc1sc(NC(=S)NC(=O)c2ccco2)c(C#N)c1C
 : -26%	-2%	-22%
> Cc1csc(-c2cnn(-c3ccccc3)c2NC(=O)c2cccc(C(F)(F)F)c2)n1
 : -12%	-14%	-5%

# (list continues)
# Values in the order: GCN5L2 inh	DT40 TDP1 CPT	DT40 TDP1 no CPT
> Cc1cccc(C)c1NC(=O)C1CCCN1C(=O)OC(C)(C)C (centres undefined)
 : 0%	12µM*	?
> CCNC(=O)Cc1ccc(NS(=O)(=O)c2ccc(F)cc2)cc1
 : -1%	-12%	22%
> O=C(CNC(=O)c1ccccc1)Oc1cccc(Cl)c1
 : /	9%	5%
> Cc1sc2ncnc(Sc3ccccc3C(=O)O)c2c1C
 : -8%	9%	12%
> O=C(Nc1ccccc1)c1ccc(NC2CCCCC2)c(S(=O)(=O)N2CCOCC2)c1
 : -9%	?	?
> O=C(Nc1ccc2c(c1)nc1n2CCN(Cc2ccccc2)C1)c1cccs1
 : -17%	?	18µM*
> CCOC(=O)C1(Cc2ccc(Cl)cc2)CCN(C(=O)c2cscn2)CC1
 : -4%	-27%	?
> CCOC(=O)c1cnc2ccc(OCC)cc2c1NCc1ccccc1OC
 : -6%	5.2µM*	5.2µM*
> COC(=O)c1ccc2c(=O)n(CCN3CCOCC3)c(SCC(=O)NCc3ccccc3)nc2c1
 : -2%	3%	-29%
> CCc1nc2c(OCc3ccc(Cl)cc3Cl)cccn2c1N(C)C(=O)CC(C)C
 : /	?	6.5µM*
> NS(=O)(=O)c1ccc(CNS(=O)(=O)c2ccc3c(c2)OCCO3)cc1
 : -17%	1%	17%
> COc1ccc(CCNC(=O)c2ccc(Cl)c(S(=O)(=O)N3CCCC3)c2)cc1
 : 3%	18µM*	23µM*
> CC1(C(=O)NS(=O)(=O)c2ccc(Br)cc2)CCN1C(=O)c1cccc(F)c1 (centres undefined)
 : /	4%	-1%
> COc1ccc(/C=N/Nc2nonc2N)cc1OC
 : -8%	1%	2%
> CCOC(=O)CC(=O)Nc1ccccc1C(=O)O
 : 2%	-8%	-3%
> CCOc1cccc(/C(O)=C2/C(=O)C(=O)N(CCOC)C2c2ccncc2)c1 (centres undefined)
 : -11%	-4%	0%
> CCc1nnc(NC(=O)C2Cc3ccccc3CN2S(=O)(=O)c2c(C)c(C)cc(C)c2C)s1 (centres undefined)
 : -12%	-26%	?
> CC1(C(=O)NS(=O)(=O)c2ccc3c(c2)CCO3)CCN1C(=O)C1(c2ccc(Cl)cc2)CCC1 (centres undefined)
 : /	?	-13%
> Cc1ccc(-c2csc3nc[nH]c(=O)c23)cc1
 : -9%	30%[activator]	?
> COc1ccc(-c2nc(CSCC(=O)N3CCN(c4ccccc4F)CC3)c(C)o2)cc1
 : -7%	16µM*	8.2µM*

# A section from further up, as a working copy:
# Values in the order: GCN5L2 inh	DT40 TDP1 CPT	DT40 TDP1 no CPT
> CCNC(=O)Cc1ccc(NS(=O)(=O)c2ccc(F)cc2)cc1
 : -1%	-12%	22%
> O=C(CNC(=O)c1ccccc1)Oc1cccc(Cl)c1
 : /	9%	5%
> Cc1sc2ncnc(Sc3ccccc3C(=O)O)c2c1C
 : -8%	9%	12%
> O=C(Nc1ccccc1)c1ccc(NC2CCCCC2)c(S(=O)(=O)N2CCOCC2)c1
 : -9%	?	?
> O=C(Nc1ccc2c(c1)nc1n2CCN(Cc2ccccc2)C1)c1cccs1
 : -17%	?	18µM*
> CCOC(=O)C1(Cc2ccc(Cl)cc2)CCN(C(=O)c2cscn2)CC1
 : -4%	-27%	?

# The list goes on:
# Values in the order: GCN5L2 inh	DT40 TDP1 CPT	DT40 TDP1 no CPT
> CN(CCc1ccccn1)C(=O)Nc1ccc(Cl)cc1
 : /	1%	-11%
> CC(=O)Nc1ccc(NC(=O)CCc2nc3sc4c(c3c(=O)[nH]2)CCCC4)cc1
 : -5%	-18%	-1%
> COC(c1ccccc1)c1nnc(CCC(=O)NC2CCCCC2)o1 (centres undefined)
 : 23%	6%	-19%
> CCn1nc(C(=O)Nc2cccc(S(=O)(=O)N3CCCC3)c2)c2ccccc2c1=O
 : 1%	?	?
> CC(=O)c1cccc(NC(=O)C(OC(=O)/C=C/c2ccc3c(c2)OCO3)c2ccccc2)c1 (centres undefined)
 : -12%	-4%	-11%
> COc1cc(Nc2ncc3c(n2)CCN(C(=O)Nc2ccc(C(C)C)cc2)C3)cc(OC)c1OC
 : /	?	12µM*
> COc1ccc(Oc2ncnc3c2ncn3Cc2ccccc2)cc1
 : /	21%	2%
> CCN(CC(=O)Nc1c(F)cccc1F)C(=O)c1ccc2c(c1)OCO2
 : -5%	-3%	-6%
> CC1=C(C(=O)OCc2ccccc2)C(c2cccc(Cl)c2Cl)CC(=O)N1 (centres undefined)
 : 2%	?	-29%
> COc1ccc(OCCC(=O)OCC(=O)NCCc2ccccc2)cc1
 : 4%	12%	-19%
> CN(C)S(=O)(=O)n1cnc2ccccc21
 : -9%	-8%	-10%
> COc1ccccc1NC(=O)c1ccc(NC(=O)c2ccco2)cc1
 : -2%	?	16µM*
> COc1ccc(CN2C(=NC(=O)C3CCCO3)SC3CS(=O)(=O)CC32)cc1OC (centres undefined)
 : -10%	-9%	17%
> Cc1ccc(S(=O)(=O)N2CCC(C(=O)NCCc3ccc(S(N)(=O)=O)cc3)CC2)cc1
 : -2%[0.501 µM]	1%	-19%
> O=C(NCCN1CCCCC1)Nc1ccccc1F
 : 23%	-7%	1%
> CCOC(=O)N1CCN(C(=O)C2CCN(S(=O)(=O)N3CCCC3)CC2)CC1
 : -21%	-12%	-5%
> C=CCNCCOCCSc1ccc(Cl)cc1
 : -4%	?	?
> Cc1nc(NC(=O)CSc2nc3ccccc3s2)sc1C(=O)N(C)C
 : 0%	-4%	?
> O=C(COc1ccc2ccccc2c1)N[C@@H](C(=O)O)c1ccc(O)cc1
 : 4%	6%	5%
> Cc1cc2nc(N3C(=O)CNC3=S)sc2cc1C
 : -6%	?	5.8µM*

# Following part
# Values in the order: GCN5L2 inh	DT40 TDP1 CPT	DT40 TDP1 no CPT
> O=C(CSc1nccn1Cc1ccccc1)NCc1ccccc1
 : 19%	-1%	1%
> NC(=O)C1CCN(C(=O)/C(=C/c2ccco2)NC(=O)c2ccccc2)CC1
 : -1%	14%	2%
> FC(F)(F)C(F)(F)c1nc2nc(Cl)c(Cl)nc2[nH]1
 : /	?	?
> COC(=O)[C@@]12C[C@@H](CC(=O)N3CCCC3)C(=O)N(CCc3ccc(OC)c(OC)c3)C1=CCC(C)(C)C2
 : /	?	?
> CCOc1ccc(C(=O)OCc2cc(=O)n3cc(C)sc3n2)cc1
 : -4%	-1%	4%
> C=CCOc1ccc(CNn2cn[nH]c2=S)cc1OC
 : 4%	-2%	-18%
> COc1ccc(S(=O)(=O)N(CCC(N)=O)Cc2ccco2)cc1OC
 : ?	7%	-12%
> CCCn1cnnc1CNC(=O)[C@H]1O[C@@H](n2cnc3c(N)ncnc32)[C@H](O)[C@@H]1O
 : /	11%	7%
> O=C(CSc1cn(CCNC(=O)c2c(F)cccc2F)c2ccccc12)Nc1ccc2c(c1)OCCO2
 : 0%	?	?
> Cc1ccc2[nH]c3c(c2c1)CCCC3NC(=O)CCl (centres undefined)
 : -25%	6.5µM*	2.3µM*
> O=C(NCc1cccs1)Nc1cccs1
 : -1%	-18%	-15%
> CCOC(=O)c1ccc(N2C(=O)CC(N3CCN(C/C=C/c4ccccc4)CC3)C2=O)cc1 (centres undefined)
 : -6%	-8%	0%
> CC(C)C(NS(=O)(=O)c1ccccc1)C(=O)OCC(=O)NNC(=O)c1ccccc1 (centres undefined)
 : -25%	9%	5%
> COc1ccc2c(c1)c(=O)oc1cc(OCC(=O)N3CCc4ccccc4C3)ccc12
 : -18%	?	?
> CCOCCCNC(=O)C(NC(=O)c1ccc(NC(C)=O)cc1)c1ccc(Cl)cc1 (centres undefined)
 : 1%	4%	-11%
> COc1cccc(NC(=O)CSc2nc(O)c(C/C=C/c3ccccc3)c(=O)[nH]2)c1
 : -3%	-6%	?
> CCN1CCN(C(=O)COCc2cc(-c3ccc4c(c3)OCO4)on2)CC1
 : -2%	-17%	1%
> COc1ccc(C2=NOC(C)(c3nnc(-c4ccc(Cl)cc4)o3)C2)cc1 (centres undefined)
 : /	-4%	-17%
> COCc1cc(C)n(CC(=O)OC)c(=O)c1C#N
 : 4%	3%	6%
> Cc1noc(C)c1S(=O)(=O)Nc1ccc2c(c1)C(=O)N([C@H](C)CO)C[C@@H](C)[C@@H](CN(C)Cc1ccc3c(c1)OCO3)O2
 : 0%	-8%	?

# (list continues)
# Values in the order: GCN5L2 inh	DT40 TDP1 CPT	DT40 TDP1 no CPT
> COc1cc(/C=C/C(=O)NC(=O)c2ccccc2O)ccc1O
 : -1%	3%	-7%
> O=C(OCc1nnc(-c2ccc(Cl)cc2)o1)c1ccncc1
 : -2%	0%	3%
> Cc1ccc(S(=O)(=O)NCC(=O)NCC(=O)NCCc2ccccc2F)cc1C
 : -1%	-1%	-18%
> c1ccc2c(c1)COc1c3ncccc3nn1-2
 : /	-24%	?
> Cc1c(C=O)c2ccccc2n1CCOc1ccccc1F
 : -4%	23µM*	10µM*
> O=C(COC(=O)c1ccc(F)cc1F)Nc1ccc(S(=O)(=O)N2CCOCC2)cc1
 : /	-6%	-18%
> Cc1cccc(OCCCCn2c(CO)nc3ccccc32)c1
 : -4%	?	?
> C[C@@H]1CN([C@@H](C)CO)C(=O)CCCn2cc(nn2)CO[C@H]1CN(C)C(=O)c1cc(-c2ccccc2)on1
 : /	2%	-23%
> Cc1cc(C)nc(NS(=O)(=O)c2ccc(NC(=O)C(C)C)cc2)n1
 : -13%	10%	15%
> CC(=O)N1CCC(C(=O)NCCOc2cccc(C)c2)CC1
 : 3%	-16%	-10%
> Cc1ccccc1-c1ccc(Nc2ccc(N3CCOCC3)cc2)nn1
 : 2%	?	?
> CCOC(=O)c1cc2sccc2n1CC(=O)N1c2ccccc2CC1C (centres undefined)
 : -13%	18µM*	21µM*
> COc1ccc(S(=O)(=O)N2CCCC2C(=O)NCc2ccccc2Cl)cc1 (centres undefined)
 : -1%	-19%	?
> O=C(O)c1cc(S(=O)(=O)O)ccc1O
 : -1%	-2%	?
> CCOc1ccc(NC(=O)CCS(=O)(=O)c2cc3c4c(c2)CCN4C(=O)CC3)cc1
 : 1%	-1%	-6%
> O=C(CN1C(=O)CNC1=O)Nc1ccc(Cl)cc1
 : -7%	-5%	-18%
